Compound activity deposited in PubChem by Fisher Drug Discovery Resource Center.
mcGAS inh: mouse cGAS inhibition by luminescence; Q8C6L5; recombinant cGAS, Kinase-Glo ATP depletion luminescence; inhibition, % at 12.5 µM; actives 0.15% (n = 160,000);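 further: 0% = negative control wells and 100% = reference inhibitor with no enzyme activity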
NPYLR7 ag: mosquito NPYLR7 agonism | HEK293T NPYLR7/Galpha15, GCaMP6s calcium fluorescence | activation, % at 10 µM | actives 0.15% (n = 270,000); in the data active means activation above about 40%;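 further: 0% = vehicle and 100% = reference agonist at the receptor; some compounds past the cut are filed as inactive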
hcGAS inh: blocks human cGAS activity; recombinant h-cGAS, ATP depletion, Kinase-Glo luminescence; inhibition, % at 12.5 µM; actives 0.081% (n = 290,000); AID 1259398;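 further: 0% = vehicle reaction and 100% = reaction without DNA for no activity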
Target sequence (Q8N884 whole entry, looked up): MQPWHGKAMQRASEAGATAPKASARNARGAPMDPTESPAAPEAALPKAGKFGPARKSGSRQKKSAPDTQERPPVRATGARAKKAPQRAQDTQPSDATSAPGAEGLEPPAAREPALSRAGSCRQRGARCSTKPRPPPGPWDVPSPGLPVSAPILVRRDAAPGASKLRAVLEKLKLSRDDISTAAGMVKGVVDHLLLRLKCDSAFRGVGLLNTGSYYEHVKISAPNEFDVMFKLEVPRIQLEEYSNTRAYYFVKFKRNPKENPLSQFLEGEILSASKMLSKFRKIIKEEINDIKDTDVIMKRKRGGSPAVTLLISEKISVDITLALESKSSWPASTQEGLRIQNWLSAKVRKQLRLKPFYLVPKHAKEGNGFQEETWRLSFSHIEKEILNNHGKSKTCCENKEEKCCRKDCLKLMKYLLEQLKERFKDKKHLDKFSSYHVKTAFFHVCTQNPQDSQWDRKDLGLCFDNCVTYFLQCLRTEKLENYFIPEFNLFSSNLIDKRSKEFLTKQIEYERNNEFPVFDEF
* hit, by the source's call; · = not tested or not shown; & = joins results of further samples. Unless noted, no stated cut-off is given here; in the data, active means inhibition above about 40%; inactive means the rest.

Below each compound: mcGAS inh	NPYLR7 ag	hcGAS inh
CN(Cc1nnc2n1CCC2)C(=O)[C@@H]1CCCN1C(=O)c1ccco1
→ ·	0	-3
COc1ccc(C2=N/C(=C\C=C\c3ccccc3)C(=O)O2)c(Br)c1
→ -1	-11	0
Cc1ccsc1-c1cn(CCCn2ncc3ccccc32)nn1
→ -16	0	-3
C=CCSc1ccccc1NC(=O)Cn1nnc(-c2ccc(Cl)cc2)n1
→ ·	-2	-6
Cc1nc2ncc3c(n2n1)CC=NNC3=O
→ -3	-2	-2
Cc1cccc(NC(=O)CCNC(=O)c2ccc3c(c2)nnn3C)c1
→ ·	44	-2
Cc1ccc(-n2nnnc2SCc2nc3ccsc3c(=O)[nH]2)cc1
→ 6	10	-16
COc1ccc(CCN=C(C)c2c(C(F)(F)F)[nH]n(-c3nc4ccccc4s3)c2=O)cc1OC
→ ·	-2	-4
CC(=O)c1ccc(NC(=O)CSc2nc3ccccc3s2)cc1
→ 0	0	3
NC(=O)N1CCCN(CCOc2cc(Cl)cc(Cl)c2)CC1
→ ·	-24	-4
COc1cccc(C(CN2CCN(S(=O)(=O)c3ccc4ccccc4c3)CC2)OCc2ccc(C)cc2)c1 (stereo not given)
→ -7	·	-5
Cc1n[nH]c(C)c1CN1CC[C@H](CNC(=O)C2CC2)[C@H](N(C)C)C1
→ 0	·	5
Cc1cc(C)c2c(n1)sc1c(=O)n(-c3cccc(C(F)(F)F)c3)cnc12
→ -1	5	1
CCCCCN(C(=O)NC(=O)NC(C)CC)S(C)(=O)=O (stereo not given)
→ ·	-3	-9
Cc1cc(N2CCC(Nc3ncccn3)CC2)nc(-c2cccnc2)n1
→ ·	12	-5
O=C(NC1CCCc2ccccc21)c1ccccc1N1CCC(NC(=O)C2CC2)CC1 (stereo not given)
→ -2	-1	1
O=C(Nc1ccc(N2CCOCC2)nc1)NC1CCc2ccccc21 (stereo not given)
→ -9	1	-17
O=C(O)c1cnc2c(c1)n(CCN1CCCC1)c(=O)n2CCc1ccccn1
→ -18	3	2
CC(C)(C)NC(=O)Cn1c(=O)n(-c2ccccc2)c(=O)c2oc3ccccc3c21
→ -5	-6	-1
COCCn1c(C)cc(O)c(C(c2ccncc2)N2CCCCC2)c1=O (stereo not given)
→ ·	4	2
O=C1NC2(CCN(C(=O)C3CCC3)CC2)Nc2ccc(Cl)cc21
→ 0	7	0
CCOC(=O)c1ccc(NC(=O)N2CCC3(CC2)NC(=O)Cc2ccccc23)cc1
→ -4	13	-9
CCn1nc(C)c(NC(=O)CN2C[C@H](O)C[C@H]2C(=O)OC)c1C
→ -9	2	-8
O=C(NCc1csc(-c2cnccn2)n1)c1cccc2c1OCC2
→ -17	6	-6
O=C(Nc1ccccc1F)N1CCN(Cc2ccc3c(c2)OCO3)CC1
→ ·	-11	13
CC1(C(=O)Nc2ccc3c(c2)OCO3)CCN1CC1CCOC1 (stereo not given)
→ 1	-3	3
CCCCc1nc2cc(/C=C/C(=O)NO)ccc2n1CCN(CC)CC
→ -10	-4	-9
COC(=O)C(NC(=O)CCC1CCCCC1)C12CC3CC(CC(C3)C1)C2 (stereo not given)
→ ·	5	-9
CCOc1ccc(S(=O)(=O)NCc2cccnc2N(C)C)cc1C
→ ·	9	-4
COc1cc(-c2nc(Cc3ccccc3Cl)no2)cc(OC)c1OC
→ -6	1	-4
Cc1nnsc1C(=O)N1CCc2c([nH]c3ccccc23)C1C(C)(C)C (stereo not given)
→ -5	2	-2
COc1ccccc1CCN1CCC(CN(C)C(=O)C2CCCO2)CC1 (stereo not given)
→ -3	5	3
COc1cc(C2=NC(=Cc3cc(Br)cs3)C(=O)O2)cc(OC)c1OC
→ -5	1	-3
COc1ccc(Oc2cc(N3CCCCC3)ncn2)cc1
→ -4	9	-6
CC(C)(C)NC(=O)NC(=O)CSc1nnc(-c2cccs2)o1
→ ·	13	-9
CCCC(=O)Nc1cc(Cl)ccc1Sc1ccc(C)cc1C
→ ·	8	-6
Cc1ccc(N2CCN(C(=O)NC(C)C)C(C)C2=O)cc1Cl (stereo not given)
→ -5	1	-4
Cc1cccc(N2CCC(NC(=O)CC(C)n3ccnc3C)CC2)c1 (stereo not given)
→ ·	0	-1
O=C(N(Cc1ccccc1)c1ccccn1)C12CC3CC(CC(C3)C1)C2
→ 1	-8	-2
Cc1ccc(F)c(S(=O)(=O)NC(=O)C2(C)CCN2C(=O)C2(c3ccccc3)CC2)c1 (stereo not given)
→ ·	1	-2
CCc1ccc(-c2c(-c3ccccc3)ncn2CCN2CCCC(CO)C2)nc1 (stereo not given)
→ -10	-3	-4
CC(C)CN(CCC(=O)NCc1cccc(C(F)(F)F)c1)c1nc(-c2ccc(F)cc2)nc2cc(Cl)ccc12
→ -3	11	-3
O=c1c2ccccc2c2ccccc2c(=O)n1-c1cc([N+](=O)[O-])ccc1F
→ -1	5	-4
Cc1c(CN2CCSCC2)cccc1NC(=O)c1ccc2ccccc2c1
→ ·	2	5
CN(Cc1nc(C2CC2)no1)C1CCN(C(=O)c2ccncc2)CC1
→ ·	6	-11
CCCCC(C)=NNC(=O)NC1CCCCC1
→ -5	4	-7
COc1ccccc1C(=O)Nc1ccc(-c2c(C3CC3)nn(-c3cccc(C)c3)c2OC(C)=O)cc1
→ -5	5	-3
Cc1oc(-c2nc3ccccc3n2C)cc1S(=O)(=O)O
→ -3	2	0
COC(=O)c1cccc(NC(=O)c2cc3ccccc3oc2=O)c1
→ ·	11	-9
Cc1c(OCC(F)(F)F)ccnc1CS(=O)c1nc2ccccc2[nH]1 (stereo not given)
→ -2	-7&13&-2&3	1&-9&0&-3

(continued)
Below each compound: mcGAS inh	NPYLR7 ag	hcGAS inh
Clc1ccc(OCCSc2nnc(NC3CC3)s2)cc1
→ -5	2	-6
O=C(Nc1cccc(F)c1)c1cnn(-c2ccccc2)c1C1CC1
→ ·	3	-13
NC(=O)CSCc1cc(Cl)c2c(c1)OCCCO2
→ -7	5	-11
Cc1cc(C)c(-c2cc(C(=O)N(CC(=O)O)Cc3ccccc3)no2)c(C)c1
→ ·	13	0
CCc1nc(N(CCOC)CCC(=O)NCc2ccccc2)c2ccc(Cl)cc2n1
→ -8	3	-1
NC(=O)c1cccnc1N1CCC2(CCCN(CCc3ccccc3)C2)C1 (stereo not given)
→ -13	2	-2
O=C(NCCCN1CCOCC1)c1nn2c(C(F)(F)F)cc(-c3ccccc3)nc2c1Br
→ -2	-8	1
Cn1nc(C(C)(C)C)cc1C(=O)Nc1ccc2nc(-c3ccoc3)nn2c1
→ -7	5	0
CCOCCOc1nc(-c2cccc(F)c2)n(-c2ccc(NC(=O)Cc3ccc(OC)cc3)cc2)n1
→ -8	25	-5
O=C1CCC(=O)N1c1ccc(-c2nc3sc4c(c3c(=O)o2)CCC4)cc1
→ -3	2	-2
CC(=O)N1CCN(C(=O)Cc2cc(-c3ccc(Cl)cc3)on2)CC1
→ -5	-2	2
CSCc1noc(CNC2CCN(CC(C)C)CC2)n1
→ -12	8	-6
CC(=O)Oc1cccc(C(=O)N2CCC(c3nc(-c4ccc(Cl)cc4)no3)CC2)c1C
→ 2	-7	0
CN(CC(=O)Nc1ccc(Cl)c(C(F)(F)F)c1)C(=O)c1ccc(Cl)c(N2CCCC2=O)c1
→ ·	4	-2
C=CC[C@@H]1C=C(C)C[C@H](C)C[C@H](OC)[C@H]2O[C@@](O)(C(=O)C(=O)N3CCCC[C@H]3C(=O)O[C@H](/C(C)=C/[C@@H]3CC[C@@H](O)[C@H](OC)C3)[C@H](C)[C@@H](O)CC1=O)[C@H](C)C[C@@H]2OC
→ ·	-11	-2
c1ccc(CSCCSc2ncn[nH]2)cc1
→ ·	4	-7
CC(C)N(Cc1c(-c2ccccc2)noc1N(C)C(C)C)C(=O)c1ccc(F)cc1
→ -4	0	-3
CC1(C(=O)Nc2ccc(Cl)c(Cl)c2)CCN1Cc1cc2ccccc2o1 (stereo not given)
→ ·	7	-6
CCOc1ccccc1C(=O)N1CCC2(CCCNC2)C1 (stereo not given)
→ ·	0	-8
CCOc1ccc(C(=O)NCc2sccc2C)cc1
→ ·	1	-15
CC(SCc1ccccc1)C(=O)Nc1cccnc1N1CCCC1 (stereo not given)
→ ·	2	-9
CC(=O)c1cccc(-n2cnnc2Cn2cccn2)c1
→ -9	4	-2
CS(=O)(=O)Nc1cc(NC(=O)CCCc2ccccc2)ccc1F
→ ·	0	-7
CCn1c(=O)c2c(nc3n(-c4cc(C)cc(C)c4)c(C)cn23)n(C)c1=O
→ ·	-2	-1
COc1cc(OC)cc(C(=O)Nc2ccc(O)c(-c3nc4ccccc4o3)c2)c1
→ -7	-4	-9
Cc1cc(SCC(=O)Nc2ccccc2)n2nc(C)c(-c3ccccc3)c2n1
→ -7	2	-5
COc1cccc(C2Nc3ccccc3S(=O)(=O)N2)c1 (stereo not given)
→ ·	9	6
Cc1ccccc1Cn1c(=O)c2c(nc3n(CCN4CCOCC4)c(C)c(C)n23)n(C)c1=O
→ ·	-1	-3
COc1ccc(-c2nnc(SCc3cc(C)ccc3C)n2-c2ccccc2)cc1
→ -4	20	-10
CS(=O)(=O)N1CCN=C1SCc1ccc([N+](=O)[O-])cc1
→ -8	7	-8

Fetched by compound from the entries so far (three):
Below each compound: mcGAS inh	NPYLR7 ag	hcGAS inh
COc1cccc(C2Nc3ccccc3S(=O)(=O)N2)c1 (stereo not given)
→ ·	9	6
Cc1cc(SCC(=O)Nc2ccccc2)n2nc(C)c(-c3ccccc3)c2n1
→ -7	2	-5
COc1cc(OC)cc(C(=O)Nc2ccc(O)c(-c3nc4ccccc4o3)c2)c1
→ -7	-4	-9

More results.
Below each compound: mcGAS inh	NPYLR7 ag	hcGAS inh
CCOC(=O)C1=C(C)N=c2sc(=Cc3ccoc3)c(=O)n2C1c1ccccc1 (stereo not given)
→ ·	6	-8
CCNC(=O)N1CCSC12C(=O)N(Cc1ccccc1C)c1ccccc12 (stereo not given)
→ 0	-1	1
CN(Cc1nc2ccc(F)cc2[nH]1)Cc1c(C(=O)N2CCCCC2)nc2sccn12
→ ·	8	-14
Cc1ccc(F)cc1NC(=O)NC(C)c1ccco1 (stereo not given)
→ ·	2	-10
CC(Cl)C(=O)N1CCN(c2nc3nccc(-c4cccs4)n3n2)CC1 (stereo not given)
→ -6	·	-7
CN1CCN(n2c3c(c(SCC(=O)Nc4nccs4)nc2=O)CCC3)CC1
→ -9	-6	-6
CCOc1ncccc1CN1CCCC(C(=O)N2CCN(c3ccc(C(C)=O)cc3)CC2)C1 (stereo not given)
→ -2	-10	-7
CSc1cc(C(=O)O)ccc1NS(=O)(=O)c1ccc(C)s1
→ ·	3	6
COc1ccc(-c2cccc(-n3cncc3C(=O)N(C)C)c2)cc1OC
→ -6	25	-5
COc1ccc(S(=O)(=O)N(CC(=O)N2CCC(C)CC2)Cc2ccco2)cc1
→ ·	-5	-1
CCc1nc2ccc(C(=O)Nc3cccc(OC)c3)cn2c1N(CC)Cc1cccc(Br)c1
→ -3	7	-3
Cn1c(SCC(=O)NC(C)(C)C)nc2ccccc21
→ -5	11	-2
CSc1ncccc1C(=O)N1CCc2ccc(NC(=O)C3CCCO3)cc2C1 (stereo not given)
→ ·	4	-11&-5
COc1ccccc1C(=O)N1CCCC(OCc2cccc(F)c2)C1 (stereo not given)
→ -6	1	-5
Cc1cc2c(=O)n(Cc3ccco3)c(SCC(=O)Nc3ccc4c(c3)OCCO4)nc2s1
→ -3	0	0
COc1c[nH]c(C(=O)Nc2ccc3c(c2)OCO3)cc1=O
→ ·	-4	-4
Cc1ccc2c(c1)C(=O)C(=O)N2C(C)C
→ ·	-3	-7
CCc1ncc(C(=O)N2CCC(N(C)Cc3ccccc3)CC2)cn1
→ -11	-1	-4
O=C(Nc1ccc(Br)cc1)N(Cc1cccc(OS(=O)(=O)c2cccc(C(F)(F)F)c2)c1)Cc1ccco1
→ -4	5	-2
CN1CCN(S(=O)(=O)c2ccc(Cl)c(C(F)(F)F)c2)CC1
→ -4	1	-4

Structures from the list above that have bromine (5):
Below each compound: mcGAS inh	NPYLR7 ag	hcGAS inh
COc1ccc(C2=N/C(=C\C=C\c3ccccc3)C(=O)O2)c(Br)c1
→ -1	-11	0
COc1cc(C2=NC(=Cc3cc(Br)cs3)C(=O)O2)cc(OC)c1OC
→ -5	1	-3
O=C(NCCCN1CCOCC1)c1nn2c(C(F)(F)F)cc(-c3ccccc3)nc2c1Br
→ -2	-8	1
CCc1nc2ccc(C(=O)Nc3cccc(OC)c3)cn2c1N(CC)Cc1cccc(Br)c1
→ -3	7	-3
O=C(Nc1ccc(Br)cc1)N(Cc1cccc(OS(=O)(=O)c2cccc(C(F)(F)F)c2)c1)Cc1ccco1
→ -4	5	-2

Next results
Below each compound: mcGAS inh	NPYLR7 ag	hcGAS inh
Cc1nc(CCCNC(=O)C2CC(=O)N(C(C)(C)C)C2)sc1C (stereo not given)
→ -1	·	-8
Cc1nccc(-c2cccc(NC(=O)c3cccnc3NC(C)C)c2)n1
→ ·	-15	1
C=CCn1c(SCC(=O)OC)nc2sc3c(c2c1=O)CCC3
→ ·	0	-3
CN(CC(O)COCc1ccc2c(c1)OCO2)c1ncc(C(F)(F)F)cc1Cl (stereo not given)
→ ·	-1	6
CC(=O)Nc1ccc(C(=O)C(C)N2CCN(c3ncccn3)CC2)cc1 (stereo not given)
→ ·	9	-4
Cc1cc(C)n(-c2nc(-c3ccccc3)cc(=O)n2CC(=O)Nc2ccc3c(c2)OCCO3)n1
→ -5	0	-3
CCOC(=O)C1CCN(C(c2cccc(OC)c2)C2Sc3ncnn3C2=O)CC1 (stereo not given)
→ -8	-1	-3
Cc1cc(C)c2oc(=O)cc(-c3oc4ccccc4c3NC(=O)C3CC3)c2c1
→ -7	0	-6
CCOc1nc(-c2cccc(C(F)(F)F)c2)n(-c2cccc(NC(=O)c3ccc([N+](=O)[O-])cc3)c2)n1
→ -7	0	-7
O=C1CC(c2nc3c(s2)CCCC3)c2cc(C(=O)O)c(O)cc2N1 (stereo not given)
→ ·	-2	5
